# RGS8-Gao = human RGS8-Galphao interaction regulation; P09471; multiplexed bead flow cytometry, RGS8-Galphao binding; actives lie on both sides; response (percent of control binding), % at 10 µM; 220,000 tested, 0.34% active; AID 1423; in the data active means response below about 60% or above about 140%; inactive means in between;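 further: Galphao activated as the GDP aluminium fluoride complex binding bead-coupled RGS8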
# Target sequence (P09471 whole entry, looked up): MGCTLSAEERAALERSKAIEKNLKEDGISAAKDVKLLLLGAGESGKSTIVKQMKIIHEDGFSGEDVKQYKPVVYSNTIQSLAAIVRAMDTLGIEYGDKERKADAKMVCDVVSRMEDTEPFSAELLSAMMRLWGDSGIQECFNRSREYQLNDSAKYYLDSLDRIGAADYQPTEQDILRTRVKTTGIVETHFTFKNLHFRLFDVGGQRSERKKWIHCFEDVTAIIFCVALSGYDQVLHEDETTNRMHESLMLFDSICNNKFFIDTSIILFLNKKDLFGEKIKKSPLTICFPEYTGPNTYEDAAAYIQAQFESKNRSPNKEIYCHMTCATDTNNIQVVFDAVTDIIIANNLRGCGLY
# Cdc42 wt GTP = human Cdc42 wildtype GTP binding change, either direction. P60953. GST-Cdc42 beads, Bodipy-GTP binding, flow cytometry; actives lie on both sides. percent activity (GTP binding), % at 10 µM. 190,000 tested, 0.2% active;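 active means percent activity GTP binding at least 20 points away from the 100% baseline, either down as inhibitor or up as activator; inconclusive means compound flagged as likely green fluorescent from well-wide comparison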;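 further: median bead fluorescence of bound Bodipy-FL-GTP at 100 nM; 0% = excess unlabeled GTP control and 100% = no compound control; below 100% means less GTP binding so inhibitor and above means activator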
# Target sequence (P60953 whole entry, looked up): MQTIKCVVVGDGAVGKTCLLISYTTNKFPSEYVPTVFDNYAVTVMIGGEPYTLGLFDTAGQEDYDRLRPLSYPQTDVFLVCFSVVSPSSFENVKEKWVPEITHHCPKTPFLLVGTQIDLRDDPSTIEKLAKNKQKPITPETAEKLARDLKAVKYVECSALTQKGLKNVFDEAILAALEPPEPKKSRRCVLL
# Rac1 wt GTP bind = human Rac1 wildtype GTP binding, inhibitors and activators. GST-Rac1 beads, fluorescent GTP binding, flow cytometry; actives lie on both sides; 0 = cold GTP competed, 100 = untreated. GTP binding activity (% of control), % at 10 µM. 190,000 tested, 0.27% active;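 active means GTP binding activity at least 20 points away from the 100% control level, either lower or higher; inconclusive means compound flagged as likely green fluorescent, judged across all proteins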
# Mcl1-Noxa inh = Mcl-1/Noxa interaction inhibition. Q07820. TR-FRET Mcl-1/Noxa peptide binding, 2 h. inhibition, % at 21.7 µM. 220,000 tested, 1.5% active. AID 1022;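 active means compounds that cut the protein-peptide binding signal by more than 50% relative to plate controls in a single-dose test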;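 further: His-tagged Mcl-1 with rhodamine Noxa BH3 peptide and terbium anti-His antibody; 0% = Mcl-1 plus Noxa peptide wells and 100% = peptide-only wells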
# Target sequence (Q07820 whole entry, looked up): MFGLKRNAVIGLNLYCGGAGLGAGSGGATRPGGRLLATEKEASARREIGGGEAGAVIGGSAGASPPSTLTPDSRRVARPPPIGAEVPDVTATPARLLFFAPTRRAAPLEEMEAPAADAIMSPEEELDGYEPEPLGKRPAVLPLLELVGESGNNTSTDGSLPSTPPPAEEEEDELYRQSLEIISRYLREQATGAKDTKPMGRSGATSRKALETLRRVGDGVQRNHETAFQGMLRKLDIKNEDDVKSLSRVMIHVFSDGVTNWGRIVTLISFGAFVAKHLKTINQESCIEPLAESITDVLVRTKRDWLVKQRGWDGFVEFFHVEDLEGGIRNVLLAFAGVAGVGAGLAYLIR
# HRas wt GTP bind = modulators of GTP binding to human HRas wildtype. P01112. GST-Ras wt beads, Bodipy-FL-GTP binding, flow cytometry; actives lie on both sides. GTP binding activity, % at 10 µM. 190,000 tested, 0.14% active. AID 759;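 active means GTP binding activity at least 20% away from the 100% baseline, either lowered as inhibitor or raised as activator; inconclusive means flagged as likely green fluorescent, judged across all proteins in the well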;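 further: 0% = unlabeled GTP competition control and 100% = no-compound control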
# Target sequence (P01112 whole entry, looked up): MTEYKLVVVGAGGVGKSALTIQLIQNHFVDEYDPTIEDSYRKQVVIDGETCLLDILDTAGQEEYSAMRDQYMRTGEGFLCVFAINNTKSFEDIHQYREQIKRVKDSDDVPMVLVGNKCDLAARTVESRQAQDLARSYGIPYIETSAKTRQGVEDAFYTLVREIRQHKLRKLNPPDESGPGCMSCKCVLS
# Rab7 wt modul = alters GTP binding to wildtype dog Rab7 | GST-Rab7 beads, fluorescent GTP binding, flow cytometry; actives lie on both sides; untreated = 100%, excess cold GTP = 0% | GTP binding activity (percent of control), % at 10 µM | 190,000 tested, 0.055% active | AID 758;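 active means fluorescent GTP binding to Rab7 beads changed by at least 20 points from the 100% baseline, either direction, mostly lower; inconclusive means compound itself probably fluorescent, or too few beads counted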;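 further: median green fluorescence of bound Bodipy-FL-GTP per Rab7 bead population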
# Pf gametocyte = kills late stage P. falciparum gametocytes; 150,000 tested, 0.065% active; inhibition, % at 10.9 µM; P. falciparum stage V gametocytes, ATP luminescence, 24 h;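 active means inhibition above the mean plus 3 SD of compounds within the control limits, set per campaign, cut at about 38% in these data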;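 further: 0% = DMSO wells and 100% = medium only without gametocytes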
# Bim-Mcl-1 = human Bim-Mcl-1 interaction inhibition; Q07820; Bead-based flow cytometry, Bim peptide-Mcl-1 binding; inhibition, % at 10 µM; 190,000 tested, 0.1% active; AID 1009; in the data active means inhibition above about 40%;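 further: 0% = no compound tracer wells and 100% = peptide blocker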
# Mcl1-Bid inh = Mcl-1/Bid interaction inhibition; Q07820; TR-FRET Mcl-1/Bid-Dy647 peptide binding, 1536-well; inhibition, % at 21.7 µM; 220,000 tested, 0.97% active; AID 1021;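 active means compounds that cut the binding signal by more than half at the single screening dose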;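 further: His-tagged Mcl-1 with europium anti-His antibody binding Bid BH3 peptide; 0% = Mcl-1 plus peptide wells and 100% = peptide-only wells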
# Rab2 wt GTP = changes GTP binding to wildtype dog Rab2A, up or down; 190,000 tested, 0.19% active; GST-Rab2 wt beads, Bodipy-GTP binding, flow cytometry; GTP binding activity, % at 10 µM; AID 760;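 active means GTP binding activity at least 20 points away from 100%, either lowered or raised; inconclusive means signal likely due to the compound's own green fluorescence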;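 further: 0% = beads with excess unlabeled GTP and 100% = no-compound control corrected for plate trend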
# Rac1 mut GTP = modulators of GTP binding to human Rac1 activated mutant | GST-Rac1 activated beads, fluorescent GTP binding, flow cytometry; actives lie on both sides; 100% means binding = to untreated wells | percent activity (GTP binding), % at 10 µM | 190,000 tested, 0.11% active | AID 764;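 active means GTP binding at least 20 percentage points away from the 100% baseline, in either direction, so actives lie on both sides; inconclusive means Compound likely fluorescent itself, or too few beads counted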
# Numbers without * were called inactive; ? = inconclusive; / = no result given.
cpd	mol	RGS8-Gao	Cdc42 wt GTP	Rac1 wt GTP bind	Mcl1-Noxa inh	HRas wt GTP bind	Rab7 wt modul
1	Cc1nc(-c2ccccc2)nc(Cl)c1Cl	102	102	104	5	96	97
2	Cn1c(N/N=C/c2ccccc2)nc2sc3c(c2c1=O)CCC3	98	?	?	-20	?	?
3	CCC1(CC)Cc2ccccc2-c2nc(-c3ccccc3)oc(=O)c21	97	104	111	10	102	100
4	CC1(C)CC2CC(C)(CN2S(=O)(=O)c2ccc(C(=O)Nc3cc(S(=O)(=O)N4CCOCC4)ccc3Cl)cc2)C1 (stereo unspecified)	116	100	107	-2	102	101
5	COCCOC(=O)c1c(NC(=O)CN2c3ccccc3CC2C)sc(C(N)=O)c1C (stereo unspecified)	102	96	95	24	98	97
6	CCOC(=O)c1ccccc1NC(=O)Cc1sc(-c2cccnc2)nc1-c1ccc(C)cc1	101	100	106	-30	100	101
7	CCNc1nc(NCC)nc(N(C)n2cnnc2)n1	102	101	103	5	102	109
8	O=c1c(C=NCCCn2ccnc2)c(-c2ccccc2)[nH]n1-c1nc2ccccc2s1	106	96	95	15	95	97
9	Cc1ccc2oc(=O)cc(/C=C/c3ccccc3)c2c1	103	101	104	18	103	99
10	NNC(=O)C(Cc1ccccc1)NC(=O)OCc1ccccc1 (stereo unspecified)	89	94	101	9	94	94
11	COC(=O)c1cc(OC)c(OC)cc1NC(=O)c1ccc(OC)cc1	105	92	95	-2	94	96
12	Cn1cccc1/C=N/NC(=O)c1ccc(OC(F)(F)C(F)F)cc1	103	101	106	3	101	102
13	CC(=O)NC(Cc1ccccc1)C(=O)NC1CCN(C(=O)c2cnccn2)CC1 (stereo unspecified)	93	102	101	7	101	101
14	CC(C)(CO)NCc1cc(Br)ccc1OCc1ccccc1	105	106	106	-2	104	100
15	Fc1cccc(Nc2cc(-n3cccn3)ncn2)c1	99	97	100	-2	98	97

cpd	Pf gametocyte	Bim-Mcl-1	Mcl1-Bid inh	Rab2 wt GTP	Rac1 mut GTP
1	-5	0	1	99	97
2	-13	2	-78	?	?
3	/	-1	-3	105	103
4	-9	-1	-10	102	102
5	-25	0	-28	98	97
6	/	-3	-47	98	99
7	23	-1	-8	104	96
8	/	-6	-48	96	93
9	-5	2	-19	99	99
10	-8	-3	-5	95	95
11	/	-2	10	93	95
12	1	-3	-11	99	99
13	/	-1	-18	100	99
14	/	2	-16	103	102
15	-22	0	-3	96	99

# Next part:
cpd	mol	RGS8-Gao	Cdc42 wt GTP	Rac1 wt GTP bind	Mcl1-Noxa inh	HRas wt GTP bind	Rab7 wt modul
16	CC(=O)NC1=NN(C(C)=O)C(C)(c2ccc(C)cc2)S1 (stereo unspecified)	99	102	106	-1	103	102
17	Cc1cc(C)c(S(=O)(=O)NCC(=O)O)cc1C	101	101	98	23	102	104
18	Clc1ccc(-c2nc(-c3ccccn3)no2)cc1Cl	100	100	105	50	100	101
19	Cc1nn(C)c(C)c1/C=N/NC(=O)C(C)(C)Oc1ccc(Cl)cc1	97	104	101	25	103	99
20	C=CCn1c(SCC(=O)Nc2nnc(CC)s2)nnc1-c1ccco1	100	101	101	0	98	100
21	CCOc1cc(CN2CCN(c3ccc(C(C)=O)cc3)CC2)ccc1OC	99	101	101	4	100	97
22	CCOc1ccc(OCC)c(S(=O)(=O)N2CCC(C)CC2)c1	99	93	92	-8	96	98
23	COc1ccc(Nc2cc(C)nc3ccccc23)cc1	106	108	106	14	105	103
24	C=C(C)C1CC=C(C)/C(=N\NC(=O)CCc2ccccc2)C1 (stereo unspecified)	96	101	104	10	102	104
25	CCOc1cc(/C=N/O)cc(Cl)c1OC	100	104	102	-5	101	95
26	C=CCN1C(=O)/C(=C/c2ccc(OC(C)=O)c(OCC)c2[N+](=O)[O-])SC1=S	106	86	91	14	85	86
27	CC1CCCC(C)N1/N=C/c1ccccc1OC(F)F (stereo unspecified)	102	99	103	10	99	99
28	CCOc1ccccc1OCC(=O)Nc1ccc(S(=O)(=O)N(C)C)cc1	100	101	99	-12	102	99
29	CCOC(=O)Nc1ccc2c(c1)N(C(=O)N(CC)CC)c1ccccc1CC2	112	96	102	-3	99	98
30	COc1ccc2oc(C(=O)c3ccccc3)c(NC(=O)CN3CCN(C)CC3)c2c1	98	102	104	25	99	99

cpd	Pf gametocyte	Bim-Mcl-1	Mcl1-Bid inh	Rab2 wt GTP	Rac1 mut GTP
16	-18	-3	-13	103	102
17	10	-1	-5	103	97
18	/	0	-10	100	101
19	/	-1	1	102	99
20	15	-1	-10	99	101
21	-3	1	37	99	99
22	/	0	-4	91	91
23	/	-3	10	103	102
24	-11	0	-31	100	101
25	0	2	-21	103	99
26	-36	3	-49	86	87
27	/	-3	-57	101	98
28	/	-2	-3	102	97
29	/	-4	8	97	98
30	-29	-8	-16	98	98

# Sorted by the number under Bim-Mcl-1 (falling): some entries from above
entry | molecule | RGS8-Gao | Cdc42 wt GTP | Rac1 wt GTP bind | Mcl1-Noxa inh | HRas wt GTP bind | Rab7 wt modul | Bim-Mcl-1 | Mcl1-Bid inh | Rab2 wt GTP | Rac1 mut GTP
22 | CCOc1ccc(OCC)c(S(=O)(=O)N2CCC(C)CC2)c1 | 99 | 93 | 92 | -8 | 96 | 98 | 0 | -4 | 91 | 91
20 | C=CCn1c(SCC(=O)Nc2nnc(CC)s2)nnc1-c1ccco1 | 100 | 101 | 101 | 0 | 98 | 100 | -1 | -10 | 99 | 101
27 | CC1CCCC(C)N1/N=C/c1ccccc1OC(F)F (stereo unspecified) | 102 | 99 | 103 | 10 | 99 | 99 | -3 | -57 | 101 | 98

# Entries listed so far containing a thiophene ring, fused or not, in the order listed:
cpd	mol	RGS8-Gao	Cdc42 wt GTP	Rac1 wt GTP bind	Mcl1-Noxa inh	HRas wt GTP bind	Rab7 wt modul
2	Cn1c(N/N=C/c2ccccc2)nc2sc3c(c2c1=O)CCC3	98	?	?	-20	?	?
5	COCCOC(=O)c1c(NC(=O)CN2c3ccccc3CC2C)sc(C(N)=O)c1C (stereo unspecified)	102	96	95	24	98	97

cpd	Pf gametocyte	Bim-Mcl-1	Mcl1-Bid inh	Rab2 wt GTP	Rac1 mut GTP
2	-13	2	-78	?	?
5	-25	0	-28	98	97

# (next part)
cpd	mol	RGS8-Gao	Cdc42 wt GTP	Rac1 wt GTP bind	Mcl1-Noxa inh	HRas wt GTP bind	Rab7 wt modul
31	Cc1ccccc1Nc1nnc(SCC(=O)N(C)C2CCS(=O)(=O)C2)s1 (stereo unspecified)	79	100	103	22	98	101
32	O=C(Nc1ccccc1)O/N=C/c1ccncc1	101	99	104	9	99	98
33	O=C(NC(=S)Nc1nc(-c2ccccc2)cs1)c1cncc(Br)c1	104	95	95	8	96	91
34	CC(C)(C)S(=O)(=O)c1cnc2c(-c3ccc(Cl)cc3)cnn2c1N	100	103	100	2	102	97
35	O=C(NCC1CCCO1)c1ccc(CS(=O)(=O)Cc2ccc(F)cc2)o1 (stereo unspecified)	107	101	100	39	98	92
36	CCc1cccc(CC)c1NC(=O)c1ccccc1	102	95	98	-10	96	101
37	CCN1CCN(C(c2ccc(OC)c(OC)c2)c2nnnn2C(C)(C)C)CC1 (stereo unspecified)	102	99	100	15	97	99
38	CCCCSc1nc(N)c(NC(=O)c2ccco2)c(=O)[nH]1	87	96	98	-9	96	99
39	CCn1nnnc1NCc1cccn1C	92	106	104	1	100	99
40	Cc1ccc(SCc2nnc(N)s2)cc1	105	105	106	3	102	97
41	Cc1cccc2[nH]c(SCC(=O)N3CCOCC3)nc12	102	100	101	-4	100	105
42	CC(=O)c1ccccc1NC(=O)COC(=O)c1ccccc1NC(=O)c1ccccc1	98	103	104	-19	100	99
43	COc1ccc(C2C(CC(=O)O)=C(Nc3ccccc3)C(=O)N2c2ccccc2)cc1 (stereo unspecified)	102	92	95	9	92	95
44	CNS(=O)(=O)c1ccc2c(c1)NC(=O)C1CCCN21 (stereo unspecified)	97	103	101	2	100	98
45	CC(C)(C)c1nnc(N/N=C/c2ccccc2)n(N)c1=O	100	105	103	6	99	98

cpd	Pf gametocyte	Bim-Mcl-1	Mcl1-Bid inh	Rab2 wt GTP	Rac1 mut GTP
31	-7	-5	-22	98	98
32	/	1	-14	98	101
33	/	-5	-26	93	95
34	5	-3	-14	102	100
35	/	1	-4	96	97
36	/	0	-16	99	95
37	/	2	14	97	100
38	/	0	3	97	95
39	5	-2	-19	99	99
40	/	3	-3	103	101
41	9	1	-24	102	97
42	13	-2	10	100	101
43	-6	0	-3	94	90
44	-17	1	-17	100	100
45	-26	-4	-33	99	103

# New compounds follow:
cpd	mol	RGS8-Gao	Cdc42 wt GTP	Rac1 wt GTP bind	Mcl1-Noxa inh	HRas wt GTP bind	Rab7 wt modul
46	COc1ccc(NC(=O)COC(=O)CCCN2C(=O)c3ccccc3C2=O)cc1Cl	89	95	100	-7	97	100
47	CC1CCCCC1NC(=O)Cn1c(CN2CCCCC2)nc2ccccc2c1=O (stereo unspecified)	101	101	99	-5	102	103
48	COC(C(=O)N/N=C(\C)CC(=O)Nc1ccc(Cl)cc1C)c1ccccc1 (stereo unspecified)	101	98	99	2	97	99
49	CCc1c(C)sc(NC(=O)c2ccco2)c1C(=O)N1CCOCC1	103	102	104	14	102	103
50	Cc1cc(NC(=O)c2ccc(-c3ccccc3F)o2)no1	104	98	103	21	97	105
51	Cn1c(-c2ccc(F)cc2)cnc1SCC(=O)Nc1ccccc1N1CCOCC1	101	98	97	2	99	101
52	Cc1ccc(C)c(OCC(=O)Nc2ccc3c(c2)OCO3)c1C	90	98	102	-16	100	100
53	Cc1nn(-c2ccccc2)c2sc(C(=O)N3CCOCC3)cc12	103	100	99	22	97	96
54	CCc1nnc(NC(=O)c2sc3nc4c(cc3c2N)CCCCC4)s1	100	99	101	48	96	98
55	CCOC(=O)C1CCN(C(=O)c2ccc3c(SCC(=O)O)c4c(nc3c2)CCCC4)CC1	103	98	100	1	99	104
56	CCC(C(=O)OC)(C(=O)OC)c1ccc([N+](=O)[O-])cc1	101	99	99	19	100	97
57	COCCn1nnnc1C(C(C)C)N(Cc1ccccc1)Cc1cc2cc(OC)ccc2[nH]c1=O (stereo unspecified)	106	95	97	20	97	93

cpd	Pf gametocyte	Bim-Mcl-1	Mcl1-Bid inh	Rab2 wt GTP	Rac1 mut GTP
46	1	-2	-12	96	96
47	/	0	-5	101	96
48	-9	-3	-31	96	97
49	/	-3	-20	104	99
50	/	30	-15	98	98
51	2	-5	15	98	97
52	/	-3	85*	98	98
53	/	-4	-8	95	94
54	/	0	2	95	96
55	-8	-1	3	99	95
56	-11	-2	-1	96	93
57	8	-1	12	98	98

# Screening results (PubChem)
